Wee1 stabilizer = inhibitors of human Wee1 degradation | HeLa Luc-Wee1K328M stability, luciferase luminescence; 100% = proteasome inhibitor MG132 effect | P30291 | reporter increase, % at 5 µM | hit rate 1.2% among 220,000;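 active means activation above the mean of all tested compounds plus 3 SD, set per screening run, cut at about 8.8% in these data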;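 further: cells exposed to compound for 20 h before luminescence read; 0% = DMSO alone and 100% = MG132 at 30 µM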
Target sequence (P30291 whole entry K328M): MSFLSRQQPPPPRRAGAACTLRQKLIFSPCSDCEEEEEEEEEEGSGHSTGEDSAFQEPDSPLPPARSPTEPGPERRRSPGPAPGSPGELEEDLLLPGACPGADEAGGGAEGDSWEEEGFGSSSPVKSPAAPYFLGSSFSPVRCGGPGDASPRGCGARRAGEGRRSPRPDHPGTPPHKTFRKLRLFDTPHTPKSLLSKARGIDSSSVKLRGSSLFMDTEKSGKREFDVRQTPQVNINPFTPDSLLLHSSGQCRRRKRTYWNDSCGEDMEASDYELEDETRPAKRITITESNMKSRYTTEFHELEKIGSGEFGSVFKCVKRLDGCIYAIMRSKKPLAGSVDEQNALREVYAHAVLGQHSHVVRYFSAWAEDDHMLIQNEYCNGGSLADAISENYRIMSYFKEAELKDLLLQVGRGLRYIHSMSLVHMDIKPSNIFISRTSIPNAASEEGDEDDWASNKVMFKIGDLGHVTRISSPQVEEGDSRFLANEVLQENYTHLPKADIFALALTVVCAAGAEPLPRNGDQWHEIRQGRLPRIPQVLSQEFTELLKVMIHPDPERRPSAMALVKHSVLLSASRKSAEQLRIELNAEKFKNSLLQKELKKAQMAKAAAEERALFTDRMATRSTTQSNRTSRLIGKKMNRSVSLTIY
PPC-1+TRAIL kill = PPC-1 cancer cell killing with TRAIL present; PPC-1 cells + TRAIL, ATPLite viability luminescence; cell killing (% activity), % at 4 µM; hit rate 0.41% among 220,000;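 active means cell killing above 50% in the first pass at 4 µM, then a duplicate retest at 5 µM averaging 50% or more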;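 further: plate controls were cells with TRAIL plus DMSO for no effect and medium-only wells lacking cells for full effect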
zfTRPN1 agonist = agonists of zebrafish TRPN1 channel. HEK293 zebrafish TRPN1-YFP, Fluo-8 calcium fluorescence; 100% = response to 87 µM carbachol. activation, % at 3 µM. hit rate 0.18% among 220,000. AID 1424;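 active means activation above its plate's cutoff, the mean activation of test wells on that plate plus 3 SD, cut at about 19% in these data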;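 further: 0% = DMSO alone and 100% = 87 µM carbachol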
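Material – zebrafish TRPN1-YFP in HEK293 cells · Doses – 3 µM single point · Schedule – dye 1 h 37 °C plus 30 min RT · Signal – Fluo-8 calcium fluorescence, excitation 470-495 nm, emission 515-575 nm · Read-out – % activation versus carbachol response · Control set – carbachol high, DMSO low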
Ba/F3 V617F tox = lowers viability of Ba/F3 cells expressing EpoR and JAK2V617F. ATP luminescence. inhibition, % at 5.6 µM. hit rate 1.1% among 220,000. AID 1446;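 active means inhibition above the campaign mean plus 3 SD over all tested compounds, cut at about 24% in these data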;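 further: cytokine-independent growth of Ba/F3 cells driven by EpoR plus mutant JAK2; 0% = DMSO-treated cells and 100% = JAK inhibitor I control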
RBBP9 inh = inhibitors of human serine hydrolase RBBP9. O75884. recombinant RBBP9, FP-Rh probe fluorescence polarization. inhibition, % at 7.94 µM. hit rate 0.2% among 220,000. AID 1515;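 active means inhibition above the campaign mean of all tested compounds plus 3 SD, cut at about 14% in these data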;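 further: plate controls were DMSO wells with RBBP9 for no effect and wells lacking RBBP9 protein for full effect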
Target sequence (O75884 whole entry, looked up): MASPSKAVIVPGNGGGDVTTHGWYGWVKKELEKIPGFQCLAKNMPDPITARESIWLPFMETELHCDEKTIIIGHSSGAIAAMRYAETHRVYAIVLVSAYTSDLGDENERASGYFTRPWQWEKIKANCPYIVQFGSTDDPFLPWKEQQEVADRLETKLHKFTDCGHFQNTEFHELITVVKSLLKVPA
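Controls: DMSO-treated enzyme wells and wells lacking RBBP9 | Material: RBBP9 protein | Technique: Fluorescence polarization | Replication: Single well per compound, no replicates | Buffer or medium: Tris-NaCl-Pluronic buffer, pH 8.0 | Timing: 30 min compound preincubation, 45 min probe labeling, 25 °C | Read-out basis: Percent inhibition from mP, scaled between DMSO and no-protein wells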
CHOP inhibitor = CHOP inhibition in unfolded protein response | CHO-K1 CHOP-promoter luciferase, tunicamycin-induced, 15-18 h | inhibition, % at 10 µM | hit rate 3.8% among 220,000 | AID 2732;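 active means compounds that reduced the stress-induced luciferase reporter signal by more than about 70% of percent inhibition, limit read from the data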;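 further: 0% = tunicamycin plus vehicle and 100% = wells without tunicamycin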
BaF3 parental = reduces parental Ba/F3 cell viability, JAK2V617F counter-screen; inhibition, % at 5.6 µM; CellTiter-Glo ATP luminescence; hit rate 1.1% among 220,000;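 active means inhibition above a per-campaign cutoff, the mean inhibition of all tested compounds plus 3 SD, cut at about 27% in these data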;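 further: 0% = DMSO wells and 100% = JAK Inhibitor I control wells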
TNF necrop inh = TNF-alpha cell death inhibition in Jurkat FADD-/- cells. Jurkat FADD-/- TNF necroptosis rescue, ATP luminescence, 24 h; 0 = TNF only, 100 = no-TNF cells. activation (protection from cell death), % at 10 µM. hit rate 0.068% among 220,000. AID 463075;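 active means activation, meaning protection from cell death, of at least 50% relative to plate controls; inactive means activation below 50%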;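 further: necroptosis triggered by 40 ng/mL TNF-alpha added together with compound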
TRPML3 agonist = human mucolipin-3 channel agonism; Q8TDD5; HEK293 TRPML3-YFP, Fluo-8 calcium fluorescence; 100% = the carbachol control signal; activation, % at 3 µM; hit rate 0.29% among 220,000; AID 1448;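 active means activation above its plate's cutoff, the mean activation of the plate's test wells plus 3 SD, cut at about 12% in these data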;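 further: 0% = DMSO only wells and 100% = carbachol wells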
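Test system: TRPML3-YFP stable HEK293 cells. Doses: single point at 3 µM. Incubation: dye loading 1 h 37 °C then 30 min ambient, 125 s read. Signal: Fluo-8 calcium dye fluorescence, ex 470-495, em 515-575 nm. Measure: percent activation from peak-to-basal fluorescence ratio, scaled between DMSO and carbachol.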
The depositor's hits bear a star; / = not tested or not shown.

SMILES	Wee1 stabilizer	PPC-1+TRAIL kill	zfTRPN1 agonist	Ba/F3 V617F tox	RBBP9 inh	CHOP inhibitor	BaF3 parental	TNF necrop inh	TRPML3 agonist
COc1ccc(-c2nn(-c3ccccc3)cc2/C=N/NC(N)=S)cc1OC	7	26	-2.5	82*	-7	-36	82*	-8.6	-0.7
COCCNS(=O)(=O)c1cc(OC)ccc1OC	0	10	0.1	-3	3	11	-1	0.4	1.2
COc1ccc(Cc2noc(CN3CCCN(C4Cc5ccccc5C4)CC3)n2)cc1OC	-3	19	0.6	1	9	25	6	2.3	1.3
C=CCn1c(COc2cccc(C)c2)nnc1SCn1nnc2ccccc2c1=O	3	27	1.3	0	1	4	6	0.5	0.9
N#Cc1nc(-c2ccco2)oc1N1CCc2ccccc2C1	4	-7	-0.2	1	-8	7	7	-5.4	0.3
C[N+](C)(CC#N)C/C=C\c1ccccc1	1	-8	0.5	5	0	-10	9	0.3	0.5
Cc1cc(NC(=O)CCCSc2nc(-c3ccco3)cc(C(F)(F)F)n2)n(-c2ccccc2)n1	1	2	-0.1	1	-11	35	5	-1.5	0.0
Cc1nc(SCc2ccccc2)c([N+](=O)[O-])[nH]1	7	8	-1.7	1	-3	-10	7	0.5	2.1
CC1(C)CCCC(C)(C)N1CC(O)COCCOc1ccc(Br)cc1 (centres undefined)	-2	45	-0.9	1	0	10	1	2.7	1.5
O=C(Cn1ccc2ccccc2c1=O)NCCC(=O)N1CCN(C2CCCCC2)CC1	-2	24	-1.5	-3	-5	14	0	0.1	0.7
Cc1cc(C(F)(F)F)c(C#N)c(SCC(=O)NC(C)(C)C)n1	0	9	-0.1	3	-14	12	0	3.0	0.6
COc1ccccc1Cn1c(=O)c2ccccc2n2c(Sc3ncnc4sccc34)nnc12	-1	6	-0.5	3	-5	-16	1	-13	-0.3

Looked up one by one from the list above, 4 records:
SMILES	Wee1 stabilizer	PPC-1+TRAIL kill	zfTRPN1 agonist	Ba/F3 V617F tox	RBBP9 inh	CHOP inhibitor	BaF3 parental	TNF necrop inh	TRPML3 agonist
COc1ccc(Cc2noc(CN3CCCN(C4Cc5ccccc5C4)CC3)n2)cc1OC	-3	19	0.6	1	9	25	6	2.3	1.3
Cc1cc(C(F)(F)F)c(C#N)c(SCC(=O)NC(C)(C)C)n1	0	9	-0.1	3	-14	12	0	3.0	0.6
COCCNS(=O)(=O)c1cc(OC)ccc1OC	0	10	0.1	-3	3	11	-1	0.4	1.2
COc1ccc(-c2nn(-c3ccccc3)cc2/C=N/NC(N)=S)cc1OC	7	26	-2.5	82*	-7	-36	82*	-8.6	-0.7

New compounds follow.
SMILES	Wee1 stabilizer	PPC-1+TRAIL kill	zfTRPN1 agonist	Ba/F3 V617F tox	RBBP9 inh	CHOP inhibitor	BaF3 parental	TNF necrop inh	TRPML3 agonist
CCCn1c(=O)c(C(=O)Nc2ccccc2C(=O)OC)c(O)c2ccccc21	1	15	2.4	-4	2	46	3	2.1	1.0
O=C(NCc1ccccc1)C1CCN(S(=O)(=O)N2CCOCC2)CC1	1	9	1.4	1	3	-1	3	-0.2	-0.2
CC(C)=C1C(=O)NN(c2ccc(C)c(Cl)c2)C1=O	0	1	1.0	-2	0	12	5	1.6	0.5
CCOC(=O)COc1cc(Br)c(C2NC(=O)NC(C)=C2C(C)=O)cc1OCC (centres undefined)	2	13	0.8	0	6	-14	4	0.8	0.8
Cn1nc(C(C)(C)C)cc1C(=O)NNC(=O)c1cccc(Cl)c1	-3	19	6.5	-3	-9	23	5	-0.9	4.9
Cc1cc(C(=O)N/N=C/c2ccc([N+](=O)[O-])cc2)c2ccccc2n1	4	23	1.1	13	-1	-9	4	-8.8	-0.1
COCCCNC(=S)N1CCC(NC(=O)c2ccco2)CC1	-3	2	0.1	-3	-5	20	4	1.7	1.0
CCOc1ccc2ccccc2c1/C=N/n1cncn1	-3	22	-0.5	-6	2	18	-2	-3.1	0.3
Cc1cc(C)n(-c2nc(-c3ccccc3)cs2)n1	1	-1	0.6	1	0	-13	4	1.0	1.0
O=C(NCC1CCCO1)c1c(O)c2cccc3c2n(c1=O)CCC3 (centres undefined)	-2	-2	0.5	-1	-1	28	8	0.5	-0.5
CCOC(=O)c1c(C)oc2cc(Br)c(OC(C)C(=O)OCC)cc12 (centres undefined)	-1	9	-0.6	-2	3	26	3	-1.8	-0.1
CC1CCN(CC(=O)Nc2ccccc2-c2ccccc2)CC1	-3	27	-2.8	1	-5	7	2	-5.6	0.2
[O-][n+]1onc2c1CCC1N(O)C(c3ccccc3)CC21O (centres undefined)	2	40	-1.2	-5	-3	-12	-1	0.5	0.1
C(=C\c1ccccc1)/C=N/Nc1nc(N2CCOCC2)nc(N2CCOCC2)n1	0	-17	-0.2	-2	-8	-23	1	-1.9	0.2
CN(/C=C/C(=C\C=[N+](C)c1ccccc1)OCCCS(=O)(=O)[O-])c1ccccc1	0	-12	1.2	-1	-8	-18	5	0.1	0.6
O=C(NC1CCC(NC(=O)C(F)(F)C(F)F)CC1)C(F)(F)C(F)F (centres undefined)	-3	20	-0.4	-3	-6	10	0	1.1	0.7
COC(=O)N/N=C/c1cn(Cc2ccc(Cl)cc2Cl)c2ccccc12	8	28	2.1	2	-3	80*	6	0.6	0.7
Brc1ccc(-c2nn3c(-c4ccccn4)nnc3s2)o1	-1	28	-1.6	-1	-9	-6	2	-4.1	-0.4
O=C(c1cccn2c(=O)c3cc4ccccc4cc3nc12)N1CCN(c2ccccc2)CC1	0	-1	1.2	1	0	16	4	-0.3	0.6
CCOC(=O)c1ccccc1NC(=O)C1COc2ccccc2O1 (centres undefined)	-2	7	-2.3	1	-3	74*	1	-2.1	-0.6
CC(=O)CSc1nnc(-c2ccc(S(=O)(=O)N3CCC(C)CC3)cc2)o1	-3	/	1.1	0	7	/	4	-0.9	0.2
O=[N+]([O-])c1ccc(F)cc1Oc1nc(-c2cccnc2)nc2ccccc12	-2	15	-2.1	-2	3	27	3	-1.3	0.0
CCOC(=O)CNC(=O)CSc1nnc(-c2ccco2)n1N	-1	3	-1.5	-2	-3	-11	-2	1.1	-0.5
C=C(C)CC(NCc1ccco1)c1ccc(OC)cc1 (centres undefined)	3	17	1.5	-1	-1	1	-2	-0.2	1.0
O=C(NCc1cccnc1)c1cc(Sc2ccccc2Cl)nc2ccccc12	-4	2	3.1	-1	-4	13	3	3.8	1.2
O=C(NCc1ccccn1)c1cc2cc(Br)ccc2oc1=O	-3	17	0.1	-1	-7	-9	1	0.0	0.5
O=C(Nc1cccc(Cl)c1)Nc1cccc(Cl)c1	-2	15	10	6	-45	16	4	2.2	4.8
Cc1cc(NC(=O)CN2C(=O)NC3(CCC(C)CC3)C2=O)no1 (centres undefined)	-4	6	1.3	1	-9	20	1	0.8	0.8
CC1Oc2ccccc2N(Cc2ccccc2F)C1=O (centres undefined)	-1	-7	-1.6	-1	-8	36	3	-0.8	-1.3
O=C(CN1C(=O)c2ccccc2C1=O)Nc1ccc(Cl)cn1	10*	14	-2.0	5	-1	15	3	0.2	0.5
Cc1nc2ccc(-n3ccc(=O)cc3)cc2s1	-1	2	0.9	4	-3	-25	12	-1.1	0.8
Cc1ccccc1CN(C)C(C)C(=O)Nc1ccccc1F (centres undefined)	1	7	-0.7	-3	-4	11	1	0.5	-0.7
NS(=O)(=O)c1ccc(CCNC(=O)COC(=O)/C=C/c2ccccc2Cl)cc1	-3	-3	2.8	2	-9	33	6	-0.8	2.5
Cc1ccc2nc(NC(=O)c3ccc4c(c3)OCO4)sc2c1	2	11	0.1	1	0	93*	7	-3.7	0.5
O=C(CC(SCCO)c1ccc2c(c1)OCO2)c1ccco1 (centres undefined)	4	-6	1.4	0	-6	13	-3	-2.7	-0.3
O=C(N/N=C/c1ccccc1F)c1csc2c1CCCC2	-1	22	-1.1	0	-5	-18	2	-6.5	0.3
CCOc1cccc(/C(O)=C2/C(=O)C(=O)N(Cc3ccco3)C2c2ccncc2)c1 (centres undefined)	-1	3	0.1	0	-2	-18	-1	-3.0	-0.1
COc1cc(NC(=O)C/C(C)=N/NC(=O)Cc2ccc(Cl)cc2)c(OC)cc1Cl	0	-3	-0.8	0	-9	12	5	-0.2	0.1
Cc1ccc(S(=O)(=O)NCCC(=O)Nc2ccc(Cl)c(Cl)c2)cc1C	-2	10	-0.5	-2	-10	69	3	4.5	0.3
CC(=O)c1cccc(NC(=O)c2ccco2)c1	-1	1	1.4	3	-1	11	1	-1.2	0.4
CC(C)NC(=O)c1ccc(COCC(F)(F)C(F)F)cc1	-3	20	-0.3	-5	1	-36	-1	1.0	1.1
C[C@@H](C(=O)Nc1ccc2ccccc2c1)[C@H]1C[C@]1(C)[C@H](NC(=O)c1cccnc1)c1ccccc1	0	11	-0.6	1	0	26	8	-4.1	-1.3
CC(C)OC(=O)Nc1ccc(Oc2c(F)c(F)c(F)c(F)c2F)cc1	-1	8	-1.1	-2	-9	42	3	4.0	1.2
COc1cc(Br)c(CCNC(=O)Cc2ccccc2)cc1OC	-3	6	-0.9	-1	-5	13	1	-0.4	-0.1
Nc1nnc(SCC(=O)N2CCN(c3ccccc3)CC2)s1	-4	12	2.6	-4	-10	15	-2	-2.4	0.8
CCN(CC)C(=O)c1sc2c(c1C)c(=O)n(-c1ccc(OC)cc1OC)c(=O)n2CC(=O)c1ccccc1	12*	19	-1.6	8	-1	22	8	-0.5	-0.7
CCOc1ccc(Nc2nc(N)c([N+](=O)[O-])c(NCc3ccccc3)n2)cc1	-2	10	0.8	-2	-2	20	-5	-0.3	-0.8
COCCN(C(=S)Nc1ccc(C)c(C)c1)C(C)c1ccco1 (centres undefined)	-2	5	-1.8	1	-2	27	5	-0.6	0.9
COc1ccc(C(OC(=O)c2cccs2)C(=O)NCC2CCCO2)cc1 (centres undefined)	0	1	0.5	-1	0	25	6	-2.9	0.0
CC(C)Oc1ccc(/C=C/C(=O)NCC2COc3ccccc3O2)cc1 (centres undefined)	-3	4	-0.7	-6	-10	13	-2	1.9	-0.8
CCC(C)Nc1nc2c(c(=O)n(C)c(=O)n2C)n1Cc1ccc(F)cc1 (centres undefined)	-2	-14	-1.1	3	-6	10	6	0.9	0.6
CN1CCN(c2nc(N3CCN(c4ccccc4)CC3)ncc2F)CC1	0	22	2.4	3	-9	19	3	-2.3	1.1
N#CC1=C(SCC(=O)Nc2ccc(C(=O)O)cc2)NC(=O)CC1c1ccco1 (centres undefined)	0	15	-0.2	-3	-2	0	-4	3.5	1.2
CCOC(=O)c1ccc(N2C(=O)CC(N3CCN(Cc4ccccc4)CC3)C2=O)cc1 (centres undefined)	1	-2	1.8	-2	-12	1	4	-3.7	0.8
